GLP1R inv ag: GLP-1 receptor (human) inverse agonism | HEK293 GLP-1R CRE-luciferase, luminescence, 24 h; GLP-1R form is constitutively active | Potency, µM (doses to about 38.3 µM), for the others: at the highest dose activity change, negative = inhibition, usual class: inhibitors | 410,000 tested, 1.6% active | AID 624417; note: potency is the fitted concentration of half-maximal effect; % is set by controls: 0 for no effect and ±100 for the full control effect; nearly all actives have a fitted effect of over 55% in size
Target sequence (P43220 whole entry, looked up): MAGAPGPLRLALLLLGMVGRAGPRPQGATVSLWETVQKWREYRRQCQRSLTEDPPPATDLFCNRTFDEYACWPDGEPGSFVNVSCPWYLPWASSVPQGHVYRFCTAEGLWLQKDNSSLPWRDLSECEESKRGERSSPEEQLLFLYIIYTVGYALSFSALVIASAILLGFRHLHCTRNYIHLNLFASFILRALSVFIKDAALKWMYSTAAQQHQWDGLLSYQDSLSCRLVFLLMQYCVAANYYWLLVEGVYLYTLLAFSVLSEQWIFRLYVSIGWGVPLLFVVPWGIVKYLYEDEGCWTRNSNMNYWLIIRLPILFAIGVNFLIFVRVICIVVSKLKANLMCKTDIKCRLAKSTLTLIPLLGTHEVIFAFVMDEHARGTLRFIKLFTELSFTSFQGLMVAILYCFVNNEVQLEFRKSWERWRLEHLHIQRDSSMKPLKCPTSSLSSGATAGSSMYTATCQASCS
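GLP-1R inverse agonism mode: basal reporter luminescence in engineered HEK293 cells measured after one day of compound exposure at 37 deg C, with a 12 min room-temperature detection step.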
PTHR1 agonist: agonists of human PTHR1 parathyroid hormone receptor; HEK293 GP2 PTHR1 cells, GloSensor cAMP luminescence, 1 h; Q03431; AID 743266; Potency, µM (doses to about 115 µM), for inactives: top-dose activation, actives largely listed as activators; 410,000 tested, 0.075% active; note: potency is the fitted concentration of half-maximal effect; nearly all actives have a fitted effect of over 55% in size; some results filed as inactive show a strong effect at the top dose; inactives centre near -15; many of its hits are not listed in these tables
Target sequence (Q03431 whole entry, looked up): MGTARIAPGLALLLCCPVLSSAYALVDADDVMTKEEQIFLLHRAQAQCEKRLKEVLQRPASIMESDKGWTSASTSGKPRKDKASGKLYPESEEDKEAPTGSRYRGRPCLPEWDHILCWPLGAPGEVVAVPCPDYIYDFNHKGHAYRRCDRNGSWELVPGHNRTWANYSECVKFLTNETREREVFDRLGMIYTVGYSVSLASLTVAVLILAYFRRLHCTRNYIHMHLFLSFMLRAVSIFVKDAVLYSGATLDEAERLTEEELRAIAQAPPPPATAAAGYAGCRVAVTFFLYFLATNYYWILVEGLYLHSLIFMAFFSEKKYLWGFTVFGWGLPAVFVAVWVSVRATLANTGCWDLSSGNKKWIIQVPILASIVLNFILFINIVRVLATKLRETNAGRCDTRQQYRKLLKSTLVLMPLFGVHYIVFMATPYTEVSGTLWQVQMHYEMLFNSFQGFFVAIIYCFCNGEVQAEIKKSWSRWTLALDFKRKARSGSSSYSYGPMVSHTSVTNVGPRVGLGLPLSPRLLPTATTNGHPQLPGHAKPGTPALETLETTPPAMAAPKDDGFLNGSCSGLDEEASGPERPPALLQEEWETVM
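HEK-293-derived GP2 cells expressing PTHR1 and a GloSensor cAMP reporter, 3,000/well, plated overnight, given luciferin plus IBMX (each 0.5 mM as added) for 1 h at 37 °C, then compound for 1 h at 37 °C. Luminescence was read after 15 min at room temperature.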
pAkt inh: inhibitors of Akt phosphorylation; activity change, % for hits at 50 µM; Neuro2A IGF-stimulated pAkt S473 HTRF, 20 min; stronger effect = lower value; 360,000 tested, 0.32% active; AID 651550; in the data active = activity change below about -80%; inconclusive = mostly about -51% to -80%; note: % is set by controls: 0 for no effect and ±100 for the full control effect
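Single-point screen (50 µM final compound) in Neuro2A cells stimulated 20 min with 6 nM IGF at 37 deg C. After lysis, Ser473-phosphorylated Akt read by HTRF (ex 330 nm, em 615/665 nm) as the 665/615 ratio.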
Abeta yeast res: restores growth of yeast expressing A-beta42 peptide; yeast expressing A-beta42, growth rescue, OD600, 48 h; response scale: 0% DMSO, 100% iron-clioquinol control; Potency, µM (doses to about 46.1 µM), without a hit: at the highest dose growth rescue, usual class: activators; 410,000 tested, 0.063% active; AID 1347071; note: potency is the fitted concentration of half-maximal effect; nearly all actives have a fitted effect of over 55% in size
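Yeast A-beta toxicity model in growth medium with pinned compounds, 48 h at 30 C; growth read as absorbance at 600 nm. Normalized to FeCl3/clioquinol equimolar mix (positive) and DMSO (negative).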
aSyn yeast inh: alpha-synuclein toxicity inhibition in yeast | Potency, µM (series often up to 46.1 µM), without a hit: at the highest dose growth rescue (activation), actives largely listed as activators | Yeast expressing alpha-synuclein, growth rescue, BacTiter-Glo, 24 h | 370,000 tested, 0.14% active; note: potency is the fitted concentration of half-maximal effect; % of control where 0% means no effect; nearly all actives have a fitted effect of over 65% in size
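Rescue of yeast growth: cells expressing toxic alpha-synuclein, induced in galactose at OD600 0.02, incubated with compound 24 h at 30 C. ATP luminescence quantified growth; inhibitors of toxicity appear as activators.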
FUS suppressor: rescues growth of FUS-expressing yeast | AID 1347120 | Potency, µM (series often up to 76.6 µM), for inactives: at the highest dose growth rescue (activation), most hits filed as activators | 390,000 tested, 0.24% active | S. cerevisiae FUS-expressing, growth rescue, OD600, 24 h;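 note: potency is the fitted concentration of half-maximal effect; plate controls were DMSO vehicle for no effect and reference control for full effect; nearly all actives have a fitted effect of over 55% in size; some results filed as inactive show a strong effect at the top dose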
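Yeast FUS proteinopathy model; galactose-induced FUS (2%), starting OD 0.005. Cpds in dilution series, 24hr, 30C, 99% humidity. Abs 600 nm growth. Pos ctrl CP55940 (top 92uM final); neg ctrl DMSO.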
MmCpn inh: inhibitors of Methanococcus maripaludis chaperonin (MmCpn); purified Mm-Cpn ATPase, ADP Transcreener TR-FRET; Potency, µM (top dose mostly 76.9 µM), for inactives: at the top dose activity, negative = inhibition, usual class: inhibitors; 330,000 tested, 0.031% active; AID 504842; note: potency is the fitted concentration of half-maximal effect; % is set by controls: 0 for no effect and ±100 for the full control effect; nearly all actives have a fitted effect of over 80% in size
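ATPase read-out: TR-FRET ADP immunoassay (anti-ADP Eu cryptate vs ADP-d2), ex 320 nm, em 590/665 nm; signal drops as ADP forms. Enzyme 25 nM, ATP 10 uM, 30 min at 37°C after 10 min compound preincubation.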
HEK293 tox: cytotoxicity counter-screen for GLP-1 receptor inverse agonists; Potency, µM (top dose mostly 38.3 µM), without a hit: at the highest dose activity change, negative = inhibition, usual class: inhibitors; AID 624418; 410,000 tested, 0.13% active; HEK293 cAMP-luciferase reporter cells, luminescence, 24 h;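 note: loss of luciferase light is scored as toxicity; potency is the fitted concentration of half-maximal effect; % is set by controls: 0 for no effect and ±100 for the full control effect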
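To flag toxic compounds, the library was rerun on cells for 24 hr at 37 deg C and 5% CO2. Viability-linked luminescence was captured 12 min after adding luciferase detection reagent.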
TDP43 rescue: TDP-43 toxicity inhibition in yeast | Potency, µM (series often up to 46.1 µM), for the others: top-dose growth rescue (activation), most hits filed as activators | 410,000 tested, 1.8% active | TDP-43 expressing yeast growth rescue, BacTiter-Glo, 24 h | AID 652104; note: potency is the fitted concentration of half-maximal effect; % of control where 0% means no effect; nearly all actives have a fitted effect of over 50% in size
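Cell-based yeast growth screen: TDP-43 expression induced in galactose, inoculum OD600=0.02 after raffinose pregrowth to mid-log. Read-out BacTiter-Glo luminescence at 24 hr, 30 deg C; inhibition of toxicity seen as signal increase.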
Starred values were filed as active, the others as inactive; i = inactive; ? = inconclusive; nt = no result given; [ ] = dose if it differs, or a comment. Unless noted, calls come from the whole dose curve; as a rule, active = well fitted curve in the direction sought with a large enough effect; inconclusive = small, poorly fitted or top-dose-only effect, or another doubt; inactive = no such curve, though single readings can be large; an effect the other way counts as inactive or inconclusive. Not all compounds are listed. The share of hits here may be higher or lower than overall.

SMILES	GLP1R inv ag	PTHR1 agonist	pAkt inh	Abeta yeast res	aSyn yeast inh	FUS suppressor	MmCpn inh	HEK293 tox	TDP43 rescue
CCCc1cc(=O)[nH]c(SCc2cccnc2)n1	-4.1%	-24.3%	i	0.0%	-11.0%	nt	-1.7%	12.4%	-5.9%
O=C(NCCc1ccc(Cl)cc1)c1ccc(=O)[nH]c1	5.4%	-2.9%	i	-9.4%	-1.2%	-0.6%	0.5%	0.5%	-7.2%
Cc1ccc(N2C(=O)C3C4C=CC(C4)C3C2=O)cc1 (configuration not stated)	-3.1%	i	i	-6.5%	-5.5%	-20.5%	2.9%	-17.2%	-10.0%
CC(C)c1ccc(N(CC(=O)NC(C)(C)C)C(=O)CCC(=O)Nc2nccs2)cc1	?	i	i	4.3%	3.2%	3.0%	0.8%	0.5%	8.6%
CC(Oc1ccccc1)c1ccnc2nc(/N=C/N(C)C)nn12 (configuration not stated)	4.2%	i	nt	-1.9%	5.7%	12.0%	-1.7%	-17.2%	-25.8%
O=c1c2c3c(sc2n(Cc2cc(=O)n4ccccc4n2)c(=O)n1-c1ccccc1)CCC3	1.9%	i	nt	-2.7%	nt	-17.8%	nt	11.5%	19.2%
COC(=O)c1c(C(=O)OC)c(-c2cccc(Cl)c2)n2c1CS(=O)(=O)C2	18.5%	-6.1%	i	-5.8%	-5.4%	-10.8%	-1.5%	1.6%	5.0%
O=C(NC1CCCC1)C1CCC(=O)N1CCc1ccccc1 (configuration not stated)	3.8%	i	nt	-4.6%	-1.1%	12.0%	-0.9%	8.1%	-15.6%
CCOC(=O)C1=C(CSc2nc(C)ccc2C#N)OC(N)=C(C#N)C1c1cccc(OC)c1OC (configuration not stated)	4.4%	-3.8%	i	-9.8%	1.3%	39.3%	-5.1%	37.6%[activator]	-20.7%
CC(C)Nc1cc(N2CCCC2)ccc1[N+](=O)[O-]	1.2%	-2.2%[57.5 µM]	i	8.9%	-2.2%	-10.1%	2.5%	-28.5%	-1.7%
COc1ccc(CCNC(=O)CC(Cc2ccccc2)C(=O)O)cc1OC (configuration not stated)	7.0%	i	i	-1.2%	-3.3%	21.6%	4.4%	-2.5%	3.5%
COc1ccc(-c2cc(C(=O)N3CCCc4ccccc43)no2)cc1	?	-38.0%[inhibitor]	i	-3.1%	1.2%	nt	0.7%	-1.4%	10µM*
COc1cc(OC)cc(C(=O)NCCc2csc3nc(-c4ccccc4F)nn23)c1	-9.4%	-94.2%[inhibitor]	nt	10.1%	nt	11.4%	nt	-13.8%	?
O=C1NC2C3CC(c4ccccc43)C12 (configuration not stated)	1.6%	-3.0%	i	3.8%	2.6%	-10.4%	nt	24.6%	11.6%
C#CCOCCOCCOCCNc1nc(N2CCN(C(=O)C([C@@H](C)O)n3cc([C@@H](N)CCCCN)nn3)CC2)nc(N2CCN(C(=O)[C@H](CCC(=O)O)n3cc([C@@H](N)[C@H](C)CC)nn3)CC2)n1 (some centres not stated)	5.0%	-0.4%	i	2.9%	6.1%	-2.7%	0.1%	-6.3%	14.3%
Cc1ccc(S(=O)(=O)N(CC(=O)Nc2cccnc2)c2ccc(Br)cc2)cc1	11.2µM*	-18.0%	i	0.0%	0.4%	nt	1.4%	-15.0%	-13.2%
COc1ccc(NC(=O)C2CCN(C(=O)c3ccccc3)CC2)c(OC)c1	0.0%	-15.1%[57.5 µM]	i	-1.9%	0.0%	13.5%	0.1%	9.9%	-7.0%
NC(=O)COC(=O)CNC(=O)c1cc(Cl)cc([N+](=O)[O-])c1	11.7%	i	i	-13.7%	-3.4%	11.3%	0.1%	4.6%	-19.7%[9.22 µM]
CN(C)S(=O)(=O)n1cc(/C=C(\NC(=O)c2ccccc2F)C(=O)N2CCCCC2)c2ccccc21	0.3%	-18.9%	i	-0.1%	3.6%	-6.2%	nt	-5.7%	9.7%
Cc1cccc(NC(=O)CCCCCN2C(=O)c3ccccc3C2=O)n1	8.4%	i	i	-3.1%	0.2%	-6.0%	0.8%	21.6%	0.4%
COc1cc(COc2ccc3c(C)c(CC(=O)O)c(=O)oc3c2C)cc(OC)c1OC	10.4%	i	i	2.7%	-1.9%	1.8%	-0.3%	-23.6%	4.9%
C[C@H](CO)N1C[C@H](C)[C@@H](CN(C)C(=O)Nc2ccc3c(c2)OCO3)Oc2ccc(NS(=O)(=O)c3ccc(F)cc3)cc2C1=O	4.9%	-2.0%	i	0.3%	0.8%	36.2%	1.0%	1.2%	27.9%
O=C(COC(=O)CN1C(=O)c2ccccc2C1=O)Nc1ccccc1C(F)(F)F	3.1%	i	i	-2.9%	-7.2%	-34.4%	nt	-2.1%	-13.7%
CCOC(=O)CC(NC(=O)c1ccccc1F)c1ccc(C)cc1 (configuration not stated)	?	i	i	6.3%	12.7%	11.8%	1.2%	15.5%	-4.2%
O=C(NCCc1ccc(F)cc1)N[C@@H](Cc1ccccc1)C(=O)O	-3.9%	i	i	-0.1%	10.1%	-18.1%	1.7%	-41.0%	29.1%
CCOC(=O)c1nc2sc3c(c2c(=O)n1C(C)C(=O)OCC)CCCC3 (configuration not stated)	1.26µM*	-4.9%	i	-39.7%[inhibitor]	28.3%	28.5%	0.9%	17.9%	11.8%
COc1cc(/C=N/N2C(=O)CSC2=S)cc(Br)c1O	9.0%	-12.6%	i	-0.3%	-8.5%	19.4%	-7.9%	?	6.0%
CC1(C)CC(=O)c2c(Cc3ccccc3)n[nH]c2C1	-6.9%	i	nt	4.4%	-0.2%	-4.7%	0.9%	-2.2%	-4.7%
O=C(NC(=S)NC1CCCCC1)c1ccccc1	?	-7.7%	i	?	-10.9%	12.1%	1.8%	?	?
O=C(CN1C(=O)NC2(CCCC2)C1=O)NNC(=O)c1ccccc1F	2.6%	i	i	-5.3%	-12.9%	-16.3%	-1.6%	2.5%	6.9%
O=C(NCc1ccco1)c1ccc(Cl)c(S(=O)(=O)N2CCOCC2)c1	6.2%	-5.4%[57.5 µM]	i	7.7%	0.1%	19.2%	-1.1%	1.8%	16.6%
CCOC(=O)c1ccc2c(c1)sc(=NC(=O)c1ccco1)n2CCOC	11.3%	-21.5%	i	-5.1%	-1.2%	nt	-0.2%	-6.4%	19.5%
CC(C)CNC(=O)c1c(-c2ccccc2)c(-c2ccccc2)nn(C)c1=O	-1.9%	-18.9%	nt	-10.6%	nt	8.3%	nt	-10.3%	11.2%
CN(Cc1c(C(=O)N/N=C/c2cc(F)ccc2F)nnn1-c1nonc1N)C1CCCCC1	10.7%	-15.5%	i	10.6%	-5.2%	-0.2%	-0.1%	-3.4%	10.9%
CSc1nnc(C(C)(C)C)c(=O)n1/N=C/c1c(O)ccc2ccccc12	1.3%	-5.6%	i	7.1%	0.2%	-13.3%	0.4%	8.3%	-1.1%
CSCCC(NC(=O)c1ccc(Cl)cc1Cl)C(=O)NNC(=O)c1ccncc1 (configuration not stated)	-3.7%	-24.9%	i	-0.2%	-1.1%	-11.9%	-2.5%	-12.6%	16.8%
CCN1C(=O)N[C@@H](c2cccc(C(F)(F)F)c2)C(C(=O)OC)=C1C	-4.4%	-10.7%	i	-13.3%	-4.5%	-16.3%	nt	-1.9%	20.4%
O=C(COc1cccc(Cl)c1)N1CCC(c2nc3ccccc3s2)CC1	?	-24.2%	nt	1.9%	nt	?	nt	0.3%	?
Clc1ccc(Cc2ccc(SCc3ccccc3)nn2)c(Cl)c1	0.0%	-22.2%	nt	29.6%	nt	1.5%	-2.2%	7.5%	?
CCOc1ccc2[nH]c3c(NCCC(C)C)ncnc3c2c1	?	-27.4%	i	-14.7%	-17.0%	27.8%	?	-24.0%	13.1%
COc1ccccc1OCC(=O)NNC(=O)c1ccc2c(=O)n3c(nc2c1)CCC3	-1.5%	-12.2%	i	6.8%	-0.4%	nt	-1.5%	-9.3%	13.8%
CC(=O)Nc1ccc(NS(=O)(=O)c2ccc3ccccc3c2)cc1	16.4%	?	i	2.0%	-4.0%	8.8%	2.7%	11.6%	0.0%
COc1cccc(CNC(=O)c2cc(=O)[nH]c3ccc(S(=O)(=O)N4CCCC4)cc23)c1	5.8%	-10.3%	nt	5.5%	nt	6.0%	nt	-3.3%	14.9%
O=C(CCSc1ccccc1)Nc1ccccc1Br	?	-63.1%[inhibitor]	i	15.9%	-0.5%	-8.3%	0.1%	-3.3%	?
COc1ccccc1CC(=O)NN1C(=O)NC2(CCC(C)CC2)C1=O (configuration not stated)	-3.3%	i	i	-9.3%	1.7%	-2.8%	0.3%	-0.8%	-5.1%
N#Cc1nc(COc2ccccc2Cl)oc1NCc1ccco1	-21.4%	-25.5%	i	-3.6%	0.5%	41.3%	-0.7%	-10.5%	6.2%
Cc1nn(CC(=O)Nc2ccccc2F)c(=O)c2c(C)n(-c3ccc(Cl)cc3)nc12	-0.2%	-71.2%[inhibitor]	nt	-9.6%	nt	41.6%	nt	-6.5%	11.8%
Cc1cc(C)c2c(CN3CCOCC3)cc(=O)oc2c1	18.2%	-22.3%	i	2.3%	3.3%	-1.5%	-0.1%	2.6%	23.2%

Quoted at random: two entries already listed, in no set order.
SMILES	GLP1R inv ag	PTHR1 agonist	pAkt inh	Abeta yeast res	aSyn yeast inh	FUS suppressor	MmCpn inh	HEK293 tox	TDP43 rescue
Cc1cc(C)c2c(CN3CCOCC3)cc(=O)oc2c1	18.2%	-22.3%	i	2.3%	3.3%	-1.5%	-0.1%	2.6%	23.2%
CCOc1ccc2[nH]c3c(NCCC(C)C)ncnc3c2c1	?	-27.4%	i	-14.7%	-17.0%	27.8%	?	-24.0%	13.1%

Screens as filed in PubChem BioAssay.
